Lipid droplet – modulators of hepatic lipid droplet formation; AML12 mouse hepatocytes, oleate lipid droplets, BODIPY imaging; inhibition, % at 6.5 µM; actives 0.4% (n = 240,000); AID 1656;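 active = lipid droplet intensity inhibited by at least 50%, with more than 500 cells counted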
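Technique: fluorescence imaging, 20x objective, two fields per well / Assay system: AML12 hepatocytes (mouse) / Measure: % inhibition of lipid droplet signal / Doses: 6.5 µM single-point dosing / Incubation: overnight exposure / Reagent: 100 µM oleic acid challenge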
Salmonella PhoP GFP – inhibitors of PhoP regulon expression, primary screen, Salmonella Typhimurium, GFP reporter (AID 1863); S. Typhimurium PhoP-regulated promoter GFP reporter, 4 h; higher % means a stronger effect; inhibition, % at 50 µM, or IC50 in µM where a hit was titrated; actives 0.16% (n = 300,000);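 active = inhibition over 29.93%, a cutoff 3 SD above the screen mean, later confirmed by dose response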;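 also: 0% = low Mg2+ inducing control and 100% = high Mg2+ repressing control; strong numbers were not always called active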
T cell modulator – modulates CD8 T cell binding to vesicles. 2C CD8+ T cell-vesicle binding, flow cytometry; active compounds read low. calls only at 7 µM. actives 0.068% (n = 330,000);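 active = response, share of CD8 T cells binding vesicles, and their 90th percentile fluorescence all below set limits, cut at about 80% in these data, passing the limit was not always enough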
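incubation = binding step 1.5 h, 37 °C, antibody labelling 20 min, ice | test system = 2C mouse CD8+ T cells | read-out basis = percent CD8+ FL2 mean versus row control | controls = Peptide-free naked vesicles (low) and QL9 vesicles with 0.7% DMSO vehicle (high) | detection = flow cytometry of vesicle-bound cells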
Lipid droplet cells 6.5 µM – recorded beside Lipid droplet, whose call it bears; cell count; measured here: cell count, cytotoxicity flag;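 cells counted across two imaged fields per well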
T cell modulator vesicle-bound % – second read-out of T cell modulator, no call of its own (marks repeat the call); double positive events, %; measured here: CD8+ vesicle-bound cell fraction;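 binding gate set so that unloaded-vesicle control wells show 10% double positive cells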
* = called active by the depositor; i = inactive. The list is partial. The share of hits here may be higher or lower than overall.

Second line of a record: T cell modulator vesicle-bound %	Lipid droplet	Salmonella PhoP GFP	Lipid droplet cells 6.5 µM	T cell modulator
- COc1cccc(NC(=S)N2c3ccccc3CC2C)c1 (stereo not drawn)
→ 7	-11	4%	826	i
- C/C(=N\Nc1ccc(F)cc1)c1ccc(N2CCOCC2)c(F)c1
→ 19	4	-2%	815	i
- O=C(O)CC(c1ccccc1F)N1Cc2ccccc2C1=O (stereo not drawn)
→ 9	6	-3%	744	i
- COc1ccccc1/C=C1\SC(=O)N(CCC(=O)NCCCn2ccnc2)C1=O
→ 8	-26	-9%	679	i
- CCOc1cc(-c2noc(CCC(=O)NCC3CCCO3)n2)ccc1OC (stereo not drawn)
→ 26	11	0%	830	i
- COc1ccc2c(c1)sc1nc(=O)ccn12
→ 10	-3	-9%	781	i
- CCOC(=O)c1c(C)[nH]c(C)c1S(=O)(=O)N(C)CC(=O)NCc1ccc(F)cc1
→ 40	0	1%	712	i
- COCCSc1nc2c(c(=O)[nH]c(=O)n2C)n1CCCc1ccccc1
→ 11	4	-6%	850	i
- CC(=O)c1ccc(OCc2cc(C(=O)N(C)C(C)c3ccon3)no2)cc1 (stereo not drawn)
→ 11	-6	5%	641	i
- COC(=O)c1ccc(C2C(C(=O)c3ccco3)=C(O)C(=O)N2c2cc(C)on2)cc1 (stereo not drawn)
→ 13	8	-6%	679	i
- C=CCN1C(=O)N(CC=C)c2cccc3cccc1c23
→ 28	-1	0%	822	i
- CS(=O)(=O)c1nc(S(=O)(=O)c2ccc(Cl)cc2)c(NCCN2CCOCC2)s1
→ 30	11	-11%	688	i
- Cc1c(C(=O)N2CCCC2)c(S(=O)(=O)Nc2ccccc2)c(C)n1C
→ 8	-2	4%	790	i
- O=C(Cc1c(F)cccc1Cl)NCCc1c[nH]c2ccccc12
→ 19	-20	0%	789	i
- O=C(O)c1ccc(NC(=O)c2ccccc2NC(=O)c2ccccc2Br)cc1
→ 54	-12	-7%	789	i

By substructure: the compounds so far with a carbonyl joined to an NH by a bond outside any ring.
Second line of a record: T cell modulator vesicle-bound %	Lipid droplet	Salmonella PhoP GFP	Lipid droplet cells 6.5 µM	T cell modulator
- COc1ccccc1/C=C1\SC(=O)N(CCC(=O)NCCCn2ccnc2)C1=O
→ 8	-26	-9%	679	i
- CCOc1cc(-c2noc(CCC(=O)NCC3CCCO3)n2)ccc1OC (stereo not drawn)
→ 26	11	0%	830	i
- CCOC(=O)c1c(C)[nH]c(C)c1S(=O)(=O)N(C)CC(=O)NCc1ccc(F)cc1
→ 40	0	1%	712	i
- O=C(Cc1c(F)cccc1Cl)NCCc1c[nH]c2ccccc12
→ 19	-20	0%	789	i
- O=C(O)c1ccc(NC(=O)c2ccccc2NC(=O)c2ccccc2Br)cc1
→ 54	-12	-7%	789	i

Going on with the list.
Second line of a record: T cell modulator vesicle-bound %	Lipid droplet	Salmonella PhoP GFP	Lipid droplet cells 6.5 µM	T cell modulator
- O=C(Nc1cc(-c2nc3ncccc3o2)ccc1Cl)c1ccco1
→ 66	-2	-10%	777	i
- O=C(CCc1nnc(-c2ccc3c(c2)OCO3)o1)NCCc1ccccc1F
→ 31	5	-1%	756	i
- Cc1ccc(S(=O)(=O)CCC(=O)NCCc2ccccc2)cc1
→ 9	6	9%	848	i
- Cc1nn(-c2ccc(N3CCCCC3)nn2)c(C)c1CCC(=O)Nc1cc(F)ccc1F
→ 2	-9	6%	713	i
- CC(Oc1ccc(Br)cc1Cl)C(=O)Nc1ccncc1 (stereo not drawn)
→ 32	-6	-5%	800	i
- COc1ccc(NC(=O)CSCc2cc(=O)n3nc(C4CC4)sc3n2)cc1
→ 22	-1	0%	684	i
- Cc1cccc(CCNC(=O)Cn2ncc3c([nH]c4ccccc43)c2=O)c1
→ 64	-1	1%	657	i
- COC(=O)C1=CN(Cc2ccccc2)C=C(C(=O)OC)C1c1ccc(O)c(OC)c1
→ 13	-5	-5%	792	i
- COc1cccc(-c2ocnc2C(=O)Nc2ccc3c(c2)CCC3)c1
→ 15	2	0%	743	i
- CN1CCN(C(=O)c2ccc3c(Cl)c4c(nc3c2)CCCC4)CC1
→ 5	-27	-14%	750	i
- CCn1cc(CN2CCCC(CNC(=O)COc3ccccc3OC)C2)c(C)n1 (stereo not drawn)
→ 37	-7	-2%	735	i
- Cc1cccc(-c2oc3ccc(-c4ccc5c(c4)OCO5)cc3c2C(=O)OCc2ccc(O)cc2)c1
→ 13	-2	11%	763	i
- COc1ccc(CNC(c2ccccc2)c2ccc(Cl)cc2)cc1 (stereo not drawn)
→ 29	-11	1%	828	i
- Cc1cccc(N2CCN(S(=O)(=O)c3ccc4c(c3)OCCO4)CC2)c1C
→ 37	-10	11%	769	i
- CCCCNC(=S)N(CCCO)Cc1cc2cc3c(cc2[nH]c1=O)OCCO3
→ 64	-1	0%	808	i
- COC(=O)c1cc(S(=O)(=O)N2CCN(c3ccccc3OC)CC2)cn1C
→ 45	0	-6%	671	i
- CCOC(=O)C1CCCN(S(=O)(=O)c2ccc(-n3cnnn3)c(C)c2)C1 (stereo not drawn)
→ 22	-47	-10%	737	i
- Cc1cc[n+](CC(=O)Nc2cccc(C)c2)cc1
→ 41	7	10%	786	i
- CC1CCN(C(=O)COC(=O)c2nn(C)c(=O)c3ccccc23)CC1
→ 51	-2	-4%	715	i
- O=C(Nc1ccc(Br)cc1Br)c1cccc2c1C(=O)N(C1CCCCC1)C2
→ 12	9	-1%	681	i
- O=C(O)CCSC1CC(=O)N(c2ccccc2)C1=O (stereo not drawn)
→ 24	-4	15%	783	i
- COc1ccc(-c2nonc2NC(=O)c2ccco2)cc1OC
→ 10	-10	-7%	797	i
- Cc1nc(C(F)(F)F)ccc1C(=O)Nc1ccc2ccccc2n1
→ 37	7	5%	705	i
- CCN(CCCNC(=O)CCn1c(=S)[nH]c2cc3c(cc2c1=O)OCO3)c1cccc(C)c1
→ 42	22	-4%	702	i
- COc1ccc(N2CCN(CC(=O)c3ccc(O)c(C)c3O)CC2)cc1
→ 40	-7	-5%	755	i
- Cc1ccc(OCC(=O)N(Cc2ccc(C)o2)C2CCS(=O)(=O)C2)cc1 (stereo not drawn)
→ 49	-2	-11%	730	i
- O=c1ccc(-c2ccccc2)nn1Cc1ccccc1F
→ 60	0	6%	827	i
- O=[N+]([O-])c1ccccc1S(=O)(=O)NC1CC2CCC1C2 (stereo not drawn)
→ 62	26	6%	835	i
- COc1ccc(-c2cc(C(=O)N/N=C(\C)c3ccco3)c3ccccc3n2)c(OC)c1
→ 11	-32	-7%	844	i
- Cc1ccc(S(=O)(=O)c2nnn3c2nc(N2CCOCC2)c2ccccc23)cc1
→ 4	0	-1%	741	i
- CC1=C(C(=O)OC(C)C)C(c2ccc(Cl)cc2)n2c(s/c(=C\c3ccc(OCC(=O)O)cc3)c2=O)=N1 (stereo not drawn)
→ 53	-3	-9%	783	i
- COc1cc(OC)c(CN2CCC(Cc3ccccc3)CC2)cc1Br
→ 56	-15	-1%	810	i
- CCCCCCn1cc(C(=O)O)c(=O)c2cc(F)c(N3CCN(C(=O)OCC)CC3)cc21
→ 4	2	6%	718	i
- Cc1ccc(C(=O)c2c3ccc([N+](=O)[O-])cc3[n+]([O-])n2CCC(N)=O)cc1
→ 55	-9	2%	712	i
- O=C(CSc1nccc(=O)[nH]1)Nc1ccc(N2CCOCC2)cc1
→ 17	-1	-2%	800	i
- Cc1ccc(C)c(N2CCN(C(=O)c3ccc(N4CCOCC4)c([N+](=O)[O-])c3)CC2)c1
→ 18	2	10%	829	i
- Cc1ccc(S(=O)(=O)NCC(=O)N2CCc3ccccc3C2)cc1
→ 66	-3	-5%	848	i
- O=C(Nc1cccc2ncccc12)c1ccc(Cl)cc1
→ 36	6	3%	801	i
- CC(C)CN(C(=O)COc1cccc(-n2cnnn2)c1)C1CCS(=O)(=O)C1 (stereo not drawn)
→ 27	12	8%	839	i
- Cc1csc(NC(=O)CN2C(=O)c3ccccc3S2(=O)=O)n1
→ 31	32	8%	669	i
- Cc1c(C(=O)N2CC(C)OC(C)C2)[nH]c2ccc(Br)cc12 (stereo not drawn)
→ 36	-10	1%	797	i
- Cc1ccc2c(CN3CCCCC3CCO)cc(=O)oc2c1 (stereo not drawn)
→ 39	-36	4%	776	i
- CCn1c(SCC(=O)NC2CCCC2)nnc1C(C)NC(=O)c1ccccc1F (stereo not drawn)
→ 47	2	-5%	833	i
- Cc1nc2cc(C(F)(F)F)ccc2n1CCNc1nc(-c2cc(Cl)c(N)c(Cl)c2)cs1
→ 49	8	1%	750	i
- CN(c1cccc(NC(=O)c2ccc(CN3CCc4ccccc4C3)cc2)c1)S(C)(=O)=O
→ 54	3	-4%	773	i
- Cc1nn(-c2ccccc2)c(C)c1NC(=O)COC(=O)c1cc([N+](=O)[O-])ccc1NCCO
→ 12	11	7%	795	i
- Cc1ccc(N2C(=O)CN(Cc3ccccc3)C2=S)cc1C
→ 58	10	-4%	817	i
- CCc1c(C)sc(NC(=O)Cc2ccccc2OC)c1C(=O)N1CCOCC1
→ 18	-2	-10%	730	i
- COc1ccc(C(=O)N/C(=C\c2cn(C)c3ccccc23)C(=O)N2CCOCC2)cc1
→ 17	-11	-4%	660	i
- COc1ccc(OC)c(NC(=O)NCCc2c[nH]c3ccccc23)c1
→ 13	-9	-4%	852	i
- O=c1cnc2ccccc2n1Cc1ccc(Br)cc1
→ 32	-3	-3%	726	i
- Cc1cccc(N(CC(=O)NC2CC3CCC2C3)S(=O)(=O)c2ccccc2)c1 (stereo not drawn)
→ 26	-9	0%	682	i
- C/C(COc1ccccc1)=N\NC(=O)c1nnn(-c2nonc2N)c1CSc1ccccc1
→ 14	-5	9%	748	i
- CC(=O)N[C@@H](Cc1c[nH]c2ccccc12)C(=O)NCc1ccccc1
→ 34	-3	8%	783	i
- COc1ccccc1N(CC(=O)N/N=C(\C)c1ccccc1O)S(=O)(=O)c1ccc(C)cc1
→ 11	11	1%	821	i
- CC1CCc2sc(C(=O)NCCCn3ccnc3)cc2C1 (stereo not drawn)
→ 15	-27	0%	706	i
- CC(OC(=O)CNC(=O)c1ccc2ccccc2c1)C(=O)NC1CCCCC1C (stereo not drawn)
→ 42	0	0%	869	i
- CNC(=O)CN(c1ccc(Oc2ccccc2)cc1)S(=O)(=O)c1ccc(C)cc1
→ 9	2	-5%	693	i
- NC(=O)c1c(NC(=O)c2ccccc2)sc2c1CCCC2
→ 44	7	1%	813	i
- COc1ccc(-n2ncc3c2CC(C)(C)CC3NC(=O)CN2CCOC2=O)cc1 (stereo not drawn)
→ 5	12	-5%	706	i

(more compounds)
Second line of a record: T cell modulator vesicle-bound %	Lipid droplet	Salmonella PhoP GFP	Lipid droplet cells 6.5 µM	T cell modulator
- CCOc1ccc(C(C)=O)cc1COc1ccc(-c2nnco2)cc1
→ 60	16	-3%	648	i
- O=C(c1ccco1)N1CCN(C(=S)Nc2ccccc2C(F)(F)F)CC1
→ 9	47	3%	802	i
- O=C(CSC(=S)N1CCCC1)c1ccccc1
→ 61	0	3%	851	i
- CCC(=O)N1CCN(c2ccc(NC(=O)c3ccc4ccccc4c3)cc2)CC1
→ 31	0	-5%	810	i
- O=C(CN1CCN(Cc2ccc3c(c2)OCO3)CC1)NCC(F)(F)F
→ 44	-6	6%	722	i
- COc1cc(OC)cc(C(=O)NNS(=O)(=O)c2ccc(F)cc2)c1
→ 58	-6	6%	830	i
- Cc1cccc(NC(=O)c2ccc(NC(=O)c3ccccc3Br)cc2)c1
→ 51	-4	-5%	740	i
- O=C(NCCCN1CCOCC1)c1ccc2c(c1)N(Cc1ccccc1)C(=O)c1ccccc1S2=O (stereo not drawn)
→ 28	-2	-14%	683	i
- CCC(CC)c1nnc(NC(=O)CS(=O)(=O)c2ccc(C)cc2)s1
→ 36	14	2%	825	i
- Cc1nnc(NC(=O)CN2CCN(Cc3c(Cl)cccc3Cl)CC2)s1
→ 32	2	-3%	833	i
- Cc1ccn(CCC(=O)NC2CC(C)(C)Cc3c2cnn3-c2ccccc2C)n1 (stereo not drawn)
→ 27	-5	5%	711	i
- CC(C)(C)c1ccc(C(=O)NCCCNC(=O)c2ccco2)cc1
→ 27	5	1%	817	i
